KCNK3 inh: human KCNK3 channel inhibitors, primary screen, CHO cells, FluxOR thallium flux, B-score. FluxOR fluorescence; stronger effect = lower value. B-score at 10 µM. 0.84% of 340,000 active;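 active = B-score under library mean minus 4 SD, starting fluorescence ratio at most library mean plus 5 SD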;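 note: more negative B-score means stronger inhibition of thallium flux through KCNK3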
ANO1 block: TMEM16A chloride channel inhibitors, primary screen, cell-based, HTS; Anoctamin-1 (Mus musculus), Q8BHY3; HEK293 TMEM16A/YFP iodide influx fluorescence, ionomycin; normalized B-score (activity score, 25-100; higher = stronger inhibition) at 10 µM; 1.2% of 310,000 active;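 active = ratio plate-corrected score three or more library SD toward inhibition, starting fluorescence score within five deviations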;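 note: score derived from kinetic fluorescence span divided by baseline fluorescence per well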
TMEM16A act: TMEM16A chloride channel activators or potentiators, primary screen, cell-based, HTS. HEK293 TMEM16A/YFP-H148Q/I152L, iodide quench fluorescence; stronger effect = lower value. B-score at 10 µM. 0.3% of 340,000 active. AID 623877, 2012;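 active = fluorescence-ratio B-score plate-corrected deviation score at least 3 library SD below zero, with starting fluorescence score within 5 deviations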;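 note: channel opened by trigger with iodide after compound preincubation; score built on the fluorescence ratio of max minus min over baseline; more negative score means more quench and so TMEM16A activation or potentiation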
HDAC3 inh: HDAC3 deacetylase inhibitors, primary screen, biochemical, fluorescence, cell-free homogeneous. Histone deacetylase 3 (Homo sapiens), O15379. AID 2718, 2010. recombinant HDAC3, fluorogenic peptide/trypsin coupled. inhibition, % at 8.3 µM. 0.15% of 320,000 active; in the data active = inhibition above about 26%, passing the limit was not always enough; inconclusive = no clear call, values can overlap the other calls
TRPC4 PAM: positive allosteric modulators of TRPC4, primary screen, cell-based, mouse TRPC4beta, HEK293 mu-opioid, Fluo-4 calcium. Short transient receptor potential channel 4 (Mus musculus), Q9QUQ5. DAMGO EC20, Fluo-4 Ca2+ flux; stronger effect = higher value. B-score at 10 µM. 0.42% of 310,000 active;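 active = B-score of calcium response area above 5 SD of library B-scores, with initial fluorescence ratio within 5 SD of library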;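 note: B-score of integrated fluorescence ratio over time as area under calcium response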
hERG protect: hERG rescue from dofetilide block, primary screen, cell-based, CHO-hERG, FluxOR thallium flux, dofetilide IC70. Voltage-gated inwardly rectifying potassium channel KCNH2 (Homo sapiens), Q12809. dofetilide IC70 present. activation (rescue from dofetilide block), less the hit threshold, % at 10 µM. 0.51% of 310,000 active;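 active = activation above the mean of controls blocked by dofetilide plus 5 SD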;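 note: thallium influx through hERG after potassium depolarization seen as dye fluorescence rise; in these data hits start at about 4.7%; inactives centre near -7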
KCNK9 block: KCNK9 potassium channel inhibitors, primary screen, HEK293 cells, thallium flux | Potassium channel subfamily K member 9 (Homo sapiens), Q9NPC2 | FluxOR thallium flux fluorescence; stronger effect = lower value | B-score at 10 µM | 1.2% of 310,000 active;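 active = ratio B-score over 3 SD below the library mean, with starting fluorescence within 5 SD of its mean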;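 note: negative B-score means less thallium flux so channel inhibition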
Target sequence (Q9NPC2 whole entry, looked up): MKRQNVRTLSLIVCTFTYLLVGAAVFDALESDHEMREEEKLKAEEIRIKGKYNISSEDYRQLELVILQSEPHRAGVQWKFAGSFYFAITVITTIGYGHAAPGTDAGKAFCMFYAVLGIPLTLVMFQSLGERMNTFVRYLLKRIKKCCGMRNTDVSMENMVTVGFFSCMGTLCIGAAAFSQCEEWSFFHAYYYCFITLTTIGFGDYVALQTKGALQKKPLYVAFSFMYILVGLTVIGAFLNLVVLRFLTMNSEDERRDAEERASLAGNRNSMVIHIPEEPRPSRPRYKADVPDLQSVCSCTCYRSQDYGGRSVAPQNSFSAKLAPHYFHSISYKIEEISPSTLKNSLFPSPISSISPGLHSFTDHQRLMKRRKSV
KCNQ1 act: potentiators or activators of KCNQ1 channel, primary screen, cell-based, thallium flux, high-throughput. Potassium voltage-gated channel subfamily KQT member 1 (Homo sapiens), P51787. CHO-K1 KCNQ1, thallium flux FluxOR fluorescence; stronger effect = higher value. B-score at 10 µM. 0.35% of 310,000 active;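 active = fluorescence ratio B-score, a plate-corrected score, at least three library SD, with initial intensity B-score within 5 SD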
Target sequence (P51787 whole entry, looked up): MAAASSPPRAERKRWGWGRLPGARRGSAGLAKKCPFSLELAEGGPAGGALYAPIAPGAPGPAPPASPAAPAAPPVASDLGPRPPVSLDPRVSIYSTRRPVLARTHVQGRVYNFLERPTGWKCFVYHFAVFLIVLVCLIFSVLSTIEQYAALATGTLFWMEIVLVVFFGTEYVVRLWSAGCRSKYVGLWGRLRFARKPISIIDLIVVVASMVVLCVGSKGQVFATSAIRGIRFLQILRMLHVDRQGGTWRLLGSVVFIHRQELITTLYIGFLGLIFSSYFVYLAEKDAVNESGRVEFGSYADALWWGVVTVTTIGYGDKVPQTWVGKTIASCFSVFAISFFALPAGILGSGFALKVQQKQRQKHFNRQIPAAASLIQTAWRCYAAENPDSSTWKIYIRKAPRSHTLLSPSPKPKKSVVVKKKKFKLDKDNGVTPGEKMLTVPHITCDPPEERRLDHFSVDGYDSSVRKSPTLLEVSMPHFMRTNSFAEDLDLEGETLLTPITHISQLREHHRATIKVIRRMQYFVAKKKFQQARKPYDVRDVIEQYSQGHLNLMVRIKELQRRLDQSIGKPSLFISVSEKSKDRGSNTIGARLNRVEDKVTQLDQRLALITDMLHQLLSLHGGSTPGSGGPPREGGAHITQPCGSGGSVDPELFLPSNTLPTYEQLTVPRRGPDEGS
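System: Stable KCNQ1 CHO-K1 line | Incubation: 90 min dye loading and 20 min compound exposure, both at room temperature | Measure: Ratio B score | Medium: Assay buffer for compound exposure, DMSO matched across wells | Compound dosing: Single-concentration screen | Probe or stimulus: K+/Tl+ depolarizing stimulus | Measured by: Kinetic FluxOR fluorescence, 10 s baseline plus 110 s post-stimulus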
KCNQ1 inh: inhibitors of human KCNQ1 channel, primary screen, cell-based, thallium flux, high-throughput. Potassium voltage-gated channel subfamily KQT member 1 (Homo sapiens), P51787. CHO-K1 KCNQ1, FluxOR thallium flux fluorescence; stronger effect = higher value. B-score at 10 µM. 1.3% of 310,000 active. AID 2642, 2010;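 active = compounds whose thallium flux B-score, printed positive for inhibition, exceeds three library SD while starting fluorescence stays within three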;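 note: channel opened by potassium depolarization with thallium stimulus after 20 min compound exposure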
Dyrk1A ADPGlo: rat Dyrk1A kinase inhibitors, primary screen, biochemical, single point, plate reader; Dual specificity tyrosine-phosphorylation-regulated kinase 1A (Rattus norvegicus), Q63470; ADP-Glo luminescence, NFATc1 peptide; inhibition, % at 12.5 µM; 0.43% of 310,000 active; in the data active = inhibition above about 50%;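 note: plate controls were vehicle with enzyme for no effect and no enzyme for full effect; many of its hits are not listed in these tables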
TRPC4 agonist: activators of mouse TRPC4 channel, primary screen, Fluo4 calcium, HEK293 TRPC4beta/mu-opioid cells; B-score at 10 µM; Short transient receptor potential channel 4 (Mus musculus), Q9QUQ5; Fluo4 calcium fluorescence; stronger effect = higher value; 0.49% of 310,000 active;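 active = B-score above 5 SD of library B-scores, and initial fluorescence ratio not above library mean plus 5 SD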;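 note: positive B-score marks a calcium rise read as TRPC4 activation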
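System – HEK293 cells stably co-expressing mouse TRPC4beta and mu-opioid receptor · Signal – Fluo4 calcium-sensitive dye fluorescence, kinetic, 1 Hz baseline · Benchmarks – buffer (low) and maximal DAMGO (high) · Read-out – B score of integrated fluorescence ratio per well · Incubation – dye loading 45 min room temperature, 110 s kinetic read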
Active calls of the source: *.

For O=S(=O)(c1ccccc1)n1ccc(-c2cnc(-c3ccccc3)s2)n1 the results were KCNK3 inh inactive, ANO1 block inactive, TMEM16A act inactive, HDAC3 inh -3, TRPC4 PAM inactive, hERG protect -13, KCNK9 block inactive, KCNQ1 act inactive, KCNQ1 inh inactive, Dyrk1A ADPGlo 0 and TRPC4 agonist inactive.
For CC(=O)NCCc1nc2ccccc2n1CCOc1cccc(C)c1 the results were KCNK3 inh inactive, ANO1 block inactive, TMEM16A act inactive, HDAC3 inh -2, TRPC4 PAM inactive, hERG protect -7, KCNK9 block inactive, KCNQ1 act inactive, KCNQ1 inh inactive, Dyrk1A ADPGlo 1 and TRPC4 agonist inactive.
Screening COc1cccc(NC(=O)CCP(C)(=O)O)c1 returned KCNK3 inh inactive, ANO1 block inactive, TMEM16A act inactive, HDAC3 inh 3, TRPC4 PAM inactive, hERG protect -11, KCNK9 block inactive, KCNQ1 act inactive, KCNQ1 inh inactive, Dyrk1A ADPGlo 5 and TRPC4 agonist inactive.
Screening CCOc1cc(N2CCOCC2)c(OCC)cc1NC(=O)c1ccc(OC)cc1 returned KCNK3 inh inactive, ANO1 block inactive, TMEM16A act inactive, HDAC3 inh -2, TRPC4 PAM inactive, hERG protect -14, KCNK9 block inactive, KCNQ1 act inactive, KCNQ1 inh inactive and TRPC4 agonist inactive.
For COc1ccc(C2CC(c3ccccc3)=NN2C(=O)COC(=O)c2cccc(S(=O)(=O)N(C)C)c2)cc1 (configuration not stated) the results were KCNK3 inh inactive, ANO1 block inactive, TMEM16A act inactive, HDAC3 inh 3, TRPC4 PAM inactive, hERG protect -12, KCNK9 block inactive, KCNQ1 act inactive, KCNQ1 inh inactive, Dyrk1A ADPGlo 1 and TRPC4 agonist inactive.
Cc1cc(C(=O)Nc2cnn(Cc3ccc(Cl)cc3Cl)c2)no1 was read as KCNK3 inh inactive, ANO1 block inactive, TMEM16A act inactive, HDAC3 inh 3, TRPC4 PAM inactive, hERG protect -6, KCNK9 block inactive, KCNQ1 act inactive, KCNQ1 inh inactive, Dyrk1A ADPGlo 0 and TRPC4 agonist inactive.
Screening COc1cc(/C=N/NC(=O)C2COc3ccccc3O2)ccc1O (configuration not stated) returned KCNK3 inh inactive, ANO1 block inactive, TMEM16A act inactive, HDAC3 inh 1, TRPC4 PAM inactive, hERG protect -3, KCNK9 block inactive, KCNQ1 act inactive, KCNQ1 inh inactive, Dyrk1A ADPGlo 23 and TRPC4 agonist inactive.
Screening CC(=O)N[C@@H](Cc1c[nH]c2ccccc12)C(=O)OCC(=O)Nc1ccc(S(=O)(=O)N(C)C)cc1 returned KCNK3 inh inactive, ANO1 block inactive, TMEM16A act inactive, HDAC3 inh -1, TRPC4 PAM inactive, hERG protect -15, KCNK9 block inactive, KCNQ1 act inactive, KCNQ1 inh inactive, Dyrk1A ADPGlo -3 and TRPC4 agonist inactive.
`O=C(CC1S/C(=N/N=C/c2cccnc2)NC1=O)Nc1ccccc1` (configuration not stated) gave KCNK3 inh inactive, ANO1 block inactive, TMEM16A act inactive, HDAC3 inh -1, TRPC4 PAM inactive, hERG protect -9, KCNK9 block inactive, KCNQ1 act inactive, KCNQ1 inh inactive, Dyrk1A ADPGlo -4 and TRPC4 agonist inactive.
For O=C(CSc1ccc(-c2ccc(F)cc2)nn1)N1CCN(c2ccccc2)CC1 the results were KCNK3 inh inactive, ANO1 block inactive, TMEM16A act inactive, HDAC3 inh 0, TRPC4 PAM inactive, hERG protect -5, KCNK9 block inactive, KCNQ1 act inactive, KCNQ1 inh inactive, Dyrk1A ADPGlo -8 and TRPC4 agonist inactive.
Screening CCOC(=O)N1CCN(C(=O)c2ccc3c(SCC(=O)O)c4c(nc3c2)CCC4)CC1 returned KCNK3 inh inactive, ANO1 block inactive, TMEM16A act inactive, HDAC3 inh 4, TRPC4 PAM inactive, hERG protect -10, KCNK9 block inactive, KCNQ1 act inactive, KCNQ1 inh inactive, Dyrk1A ADPGlo -2 and TRPC4 agonist inactive.
Screening C[C@H](NC(=O)[C@@H]1Cc2ccccc2CN1C(=O)OC(C)(C)C)C(=O)NC1CCCCC1 returned KCNK3 inh inactive, ANO1 block inactive, TMEM16A act inactive, HDAC3 inh -2, TRPC4 PAM inactive, hERG protect -8, KCNK9 block inactive, KCNQ1 act inactive, KCNQ1 inh inactive, Dyrk1A ADPGlo -2 and TRPC4 agonist inactive.
For CCN(CC)C(=O)c1sc(NC(=O)c2ccncc2)c(C(=O)OC)c1C the results were KCNK3 inh inactive, ANO1 block inactive, TMEM16A act inactive, HDAC3 inh 5, TRPC4 PAM inactive, hERG protect -11, KCNK9 block inactive, KCNQ1 act inactive, KCNQ1 inh inactive, Dyrk1A ADPGlo -1 and TRPC4 agonist inactive.
`COC(=O)c1ccc(OCC(=O)c2ccc(O)cc2O)cc1` gave KCNK3 inh inactive, ANO1 block inactive, TMEM16A act inactive, HDAC3 inh inconclusive, TRPC4 PAM inactive, hERG protect -3, KCNK9 block inactive, KCNQ1 act inactive, KCNQ1 inh inactive, Dyrk1A ADPGlo 1 and TRPC4 agonist inactive.
For Cc1nc2c(=O)[nH]c(=S)n(C)c2nc1C the results were KCNK3 inh inactive, ANO1 block inactive, TMEM16A act inactive, HDAC3 inh -6, TRPC4 PAM inactive, hERG protect -3, KCNK9 block inactive, KCNQ1 act inactive, KCNQ1 inh inactive, Dyrk1A ADPGlo 1 and TRPC4 agonist inactive.
`CC(C)c1ccc(NC(=O)CSc2nnc(CN3CCOCC3)n2C)cc1` gave KCNK3 inh inactive, ANO1 block inactive, TMEM16A act inactive, HDAC3 inh -4, TRPC4 PAM inactive, hERG protect -9, KCNK9 block inactive, KCNQ1 act inactive, KCNQ1 inh inactive, Dyrk1A ADPGlo -3 and TRPC4 agonist inactive.
Screening O=C(NCCCN1CCOCC1)c1ccc(S(=O)(=O)Nc2cccc(C(F)(F)F)c2)cc1 returned KCNK3 inh inactive, ANO1 block inactive, TMEM16A act inactive, HDAC3 inh -2, TRPC4 PAM inactive, hERG protect -10, KCNK9 block inactive, KCNQ1 act inactive, KCNQ1 inh inactive, Dyrk1A ADPGlo -8 and TRPC4 agonist inactive.
Clc1cccc(-c2nnc(-c3ccccc3)o2)c1 was read as KCNK3 inh inactive, ANO1 block inactive, TMEM16A act inactive, HDAC3 inh 5, TRPC4 PAM inactive, hERG protect -7, KCNK9 block inactive, KCNQ1 act inactive, KCNQ1 inh inactive, Dyrk1A ADPGlo 16 and TRPC4 agonist inactive.
For COc1cccc(C(c2nnnn2CS(=O)(=O)c2ccc(C)cc2)N2CCN(C)CC2)c1OC (configuration not stated) the results were KCNK3 inh inactive, ANO1 block inactive, TMEM16A act inactive, HDAC3 inh -4, TRPC4 PAM inactive, hERG protect -8, KCNK9 block inactive, KCNQ1 act inactive, KCNQ1 inh inactive, Dyrk1A ADPGlo 5 and TRPC4 agonist inactive.
O=C(Nc1cccc(Br)c1)c1ccn[nH]1 was read as KCNK3 inh inactive, ANO1 block inactive, TMEM16A act inactive, HDAC3 inh 2, TRPC4 PAM inactive, hERG protect -8, KCNK9 block inactive, KCNQ1 act inactive, KCNQ1 inh inactive, Dyrk1A ADPGlo 31 and TRPC4 agonist inactive.
Screening CCOC(=O)[C@H]1[C@H]2COc3ccc(OC)cc3[C@@H]2N2C(=O)c3cc(C)ccc3NC(=O)[C@@]12C returned KCNK3 inh inactive, ANO1 block inactive, TMEM16A act inactive, HDAC3 inh 0 and Dyrk1A ADPGlo 8.
For COc1ccc(Cc2nnc3sc(SCC(=O)Nc4ccccc4)nn3c2=O)cc1OC the results were KCNK3 inh inactive, ANO1 block inactive, TMEM16A act inactive, HDAC3 inh -4, TRPC4 PAM inactive, hERG protect -11, KCNK9 block inactive, KCNQ1 act inactive, KCNQ1 inh inactive, Dyrk1A ADPGlo 5 and TRPC4 agonist inactive.
`CC1(C)CC(=O)C(C2NCCc3ccccc32)=C(O)C1` (configuration not stated) gave KCNK3 inh inactive, ANO1 block inactive, TMEM16A act inactive, HDAC3 inh 1, TRPC4 PAM inactive, hERG protect -4, KCNK9 block inactive, KCNQ1 act inactive, KCNQ1 inh inactive, Dyrk1A ADPGlo -2 and TRPC4 agonist inactive.
CC(=O)Nc1ccc(S(=O)(=O)Nc2cccc3[nH]ncc23)cc1 was read as KCNK3 inh inactive, ANO1 block inactive, TMEM16A act inactive, HDAC3 inh 5, TRPC4 PAM inactive, hERG protect -10, KCNK9 block inactive, KCNQ1 act inactive, KCNQ1 inh inactive, Dyrk1A ADPGlo 0 and TRPC4 agonist inactive.
COc1ccc(C(=O)NCc2nnc(SCC(=O)N3CCCC3)o2)cc1 was read as KCNK3 inh inactive, ANO1 block inactive, TMEM16A act inactive, HDAC3 inh 3, TRPC4 PAM inactive, hERG protect -1, KCNK9 block inactive, KCNQ1 act inactive, KCNQ1 inh inactive, Dyrk1A ADPGlo -7 and TRPC4 agonist inactive.
For O=C(NC1CCCCCCC1)c1cccnc1 the results were KCNK3 inh inactive, ANO1 block inactive, TMEM16A act inactive, HDAC3 inh -6, TRPC4 PAM inactive, hERG protect -3, KCNK9 block inactive, KCNQ1 act inactive, KCNQ1 inh inactive, Dyrk1A ADPGlo 4 and TRPC4 agonist inactive.
Screening CCOC(=O)C1(Cc2cccc(Cl)c2)CCCN(C2CCN(C(C)=O)CC2)C1 (configuration not stated) returned KCNK3 inh inactive, ANO1 block inactive, TMEM16A act inactive, HDAC3 inh 4, TRPC4 PAM inactive, hERG protect -13, KCNK9 block inactive, KCNQ1 act inactive, KCNQ1 inh inactive, Dyrk1A ADPGlo -1 and TRPC4 agonist inactive.
Screening C/C(=N\Nc1cc(C)nc(NCc2ccccc2)n1)c1ccc([N+](=O)[O-])cc1 returned KCNK3 inh inactive, ANO1 block inactive, TMEM16A act inactive, HDAC3 inh -4, TRPC4 PAM inactive, hERG protect -8, KCNK9 block inactive, KCNQ1 act inactive, KCNQ1 inh inactive, Dyrk1A ADPGlo 1 and TRPC4 agonist inactive.

Some of the compounds tested. The share of hits here may be higher or lower than overall.
